Granule exo inh – lytic granule exocytosis inhibition; TALL-104 LAMP-1 surface exposure, flow cytometry; cells stimulated with thapsigargin and PMA; inhibition, % at 10 µM; hit rate 0.66% among 360,000;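 active = inhibition above about 55%, limit read from the data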
ABHD5-PLIN5 inh – blocks binding of human ABHD5 to perilipin-5; Q00G26+Q8WTS1; Split G. princeps luciferase complementation, luminescence, 4 h; inhibition, % at 4 µM; hit rate 0.78% among 360,000;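 active = inhibition above the mean inhibition across every tested compound plus 3 SD, cut at about 22% in these data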;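 note: 0% = DMSO only wells and the 100% control is not disclosed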
N-glyco inh – blocks N-linked glycosylation in D54 reporter cells; reporter increase, % at 12.5 µM; D54 ERlucT glycosylation luciferase reporter, 24 h; percent of 100 nM tunicamycin response; hit rate 0.23% among 360,000;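 active = mean luciferase reporter signal, scaled so untreated is 0 and the glycosylation-blocking control 100, at or above a set limit in every replicate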;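 note: luciferase carries N-glycosylation sites so blocking glycosylation raises the light; 0% = median of neutral control wells and 100% = median of 100 nM tunicamycin wells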
MC4R antagonist – human MC4R antagonism in cAMP assay | P32245 | MC4R-expressing cells, MTII-stimulated cAMP, LANCE TR-FRET | inhibition, % at 6.5 µM | hit rate 0.48% among 360,000;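 active = inhibition above its plate's cutoff, the mean of tested wells on that plate plus 3 SD, cut at about 29% in these data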;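 note: 0% = Melanotan II alone and 100% = Melanotan II plus saturating MCL0020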
Target sequence (P32245 whole entry, looked up): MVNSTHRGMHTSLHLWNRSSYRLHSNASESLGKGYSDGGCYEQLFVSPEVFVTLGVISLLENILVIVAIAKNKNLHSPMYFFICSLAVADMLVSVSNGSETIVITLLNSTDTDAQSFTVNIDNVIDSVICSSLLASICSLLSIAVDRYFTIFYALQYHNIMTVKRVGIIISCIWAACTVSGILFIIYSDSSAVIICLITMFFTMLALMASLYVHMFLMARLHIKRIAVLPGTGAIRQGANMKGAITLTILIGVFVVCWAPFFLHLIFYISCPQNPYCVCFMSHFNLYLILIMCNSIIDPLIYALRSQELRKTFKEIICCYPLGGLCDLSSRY
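Material – human MC4R-expressing U2OS cells · Repeats – no replicates · Detection – TR-FRET with Eu-cAMP and labeled anti-cAMP, 671 nm · Times – compound 30 min, challenge 1 h, detection 1 h · Compound – single nominal compound dose of 6.5 µM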
Vif imaging – HIV Vif inhibition; HEK293T cells, Vif self-association by quenched fluorescence, imaging, 24 h; inhibition, % at 7.49 µM; hit rate 0.35% among 340,000; AID 602346; in the data active = inhibition above about 50%, passing the limit was not always enough; note: some results filed as inactive read as strong as hits
TLR9-MyD88 block – inhibitors of human TLR9-MyD88 binding; Q9NR96+Q99836; CHO BLA complementation TLR9-MyD88, CCF4 FRET ratio; inhibition, % at 4.98 µM; hit rate 0.21% among 340,000;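 active = inhibition above the mean over all tested compounds plus 3 SD, cut at about 21% in these data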;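 note: 0% = DMSO only wells and 100% = clavulanate BLA inhibitor control wells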
aDG glyco act – increases alpha dystroglycan glycosylation | AID 624168 | Pro5-aDG cells, alpha-DG glycosylation AlphaScreen (IIH6); 0% Pro5, 100% B10-LARGE cell signal | hit rate 0.22% among 360,000 | activation, % at 10 µM;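 active = activation of at least 8% versus controls, or a plate z-score of at least 8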;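 note: Pro5 are CHO cells carrying HIG-tagged alpha-DG that lacks glycosylation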
NOD2 RIPK2 PPI – inhibitors of human NOD2-RIPK2 interaction; CHO BLA complementation NOD2-RIPK2, CCF4 ratio; inhibition, % at 4.98 µM; hit rate 0.38% among 360,000; in the data active = inhibition above about 21%;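 note: 0% = vehicle only and 100% = reference blocker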
Target sequence (O43353 whole entry, looked up): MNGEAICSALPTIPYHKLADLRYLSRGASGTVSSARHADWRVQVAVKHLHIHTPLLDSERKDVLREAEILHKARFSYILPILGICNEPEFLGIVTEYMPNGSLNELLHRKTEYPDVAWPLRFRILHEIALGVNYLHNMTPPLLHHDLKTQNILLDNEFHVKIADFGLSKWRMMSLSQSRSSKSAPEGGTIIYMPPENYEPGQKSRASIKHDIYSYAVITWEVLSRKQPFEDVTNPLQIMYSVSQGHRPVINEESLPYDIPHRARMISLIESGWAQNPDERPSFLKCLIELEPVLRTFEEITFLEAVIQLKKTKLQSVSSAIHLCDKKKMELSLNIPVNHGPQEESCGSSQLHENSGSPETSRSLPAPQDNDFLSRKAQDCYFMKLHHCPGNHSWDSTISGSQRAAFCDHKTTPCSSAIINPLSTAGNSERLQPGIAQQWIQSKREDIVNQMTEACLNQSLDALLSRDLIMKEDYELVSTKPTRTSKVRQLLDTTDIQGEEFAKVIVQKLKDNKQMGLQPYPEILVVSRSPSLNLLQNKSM
MC4R ag barr – human MC4R agonism via beta-arrestin; U2OS MC4R beta-arrestin complementation, luminescence; percent of melanotan II response, DMSO zero; activation, % at 8.9 µM; P32245; hit rate 0.98% among 360,000;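 active = activation above a per-plate cutoff, the mean activation of sample wells on that plate plus 3 SD, cut at about 8% in these data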
ABCB6 inh 2 – inhibitors of human ABC transporter ABCB6 | K562-ABCB6 porphyrin accumulation, flow cytometry, 1 h; active compounds read low | fluorescence ratio to DMSO, % at 10 µM | hit rate 0.19% among 360,000 | AID 602162;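 active = fluorescence ratio to DMSO below 75%, the collection mean minus 3 SD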;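 note: signal is porphyrin accumulated inside mitochondria; 100% equals median channel fluorescence of DMSO control wells; lower ratio means ABCB6 inhibition with less porphyrin fluorescence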
* marks the source's active call; other numbers are inactive results; . = not tested or not shown.

TLR9-MyD88 block	ABHD5-PLIN5 inh	N-glyco inh	ABCB6 inh 2	Granule exo inh	aDG glyco act	MC4R ag barr	NOD2 RIPK2 PPI	Vif imaging	MC4R antagonist	canonical_smiles
6	0	-3	92	2	0.0	0.1	6	-1	-1	CCNC(=S)N(Cc1ccc(OC)cc1)C1CC(=O)N(c2ccc(OCC)cc2)C1=O (configuration not stated)
1	1	1	101	11	-0.2	1.2	-14	-3	0	Cn1ncc(Cl)c1C(=O)N1CCOCC1
12	3	-7	96	6	0.5	-0.1	2	-10	0	O=Cc1cn(CCOc2ccc(F)cc2)c2ccccc12
-2	-3	2	96	-3	0.1	-0.5	-4	0	-8	O=C(NCc1ccncc1)C1CCN(S(=O)(=O)c2cccc(C(F)(F)F)c2)CC1
-6	2	6	97	0	0.4	13*	-3	24	7	Cn1cc([N+](=O)[O-])c(C(=O)Nc2ccc(-c3nc4ccccc4o3)cc2)n1
.	-8	-2	98	-12	-0.3	0.8	-2	-1	7	Cc1cncc(NCc2ccc3c(c2)OCO3)n1
7	0	3	90	0	-0.2	-0.6	-11	-1	1	Cc1ccc(NC(=O)CCC(=O)NNC(=O)/C=C/C(=O)O)c(C)c1
-5	4	1	86	79*	0.0	-0.9	-9	2	2	COC(=O)C1=C(C)N(CCCC(=O)O)C(=O)NC1c1ccc2c(c1)OCO2 (configuration not stated)
0	3	0	101	-1	0.0	-1.6	11	-6	10	Cc1ccccc1-n1c(SCC(=O)N2CCN(c3ccccc3)CC2)nnc1-c1ccncc1
-6	-5	3	94	1	-0.1	-0.2	-8	-5	0	Cc1ccc(NC(=O)CCNC(=O)c2ccc(Cl)cc2)nc1
0	4	0	97	-1	-0.6	-2.7	-5	-8	-1	O=C(O)c1cccc(NC(=S)NCc2ccccc2)c1
5	-2	0	93	-2	0.0	-1.6	3	-1	8	COc1ccc(C(=O)C2CCCN(C(=O)c3ccc(CSC)o3)C2)cc1F (configuration not stated)
-1	-4	-2	95	4	0.4	-3.4	3	-6	12	CCCCn1c(O)c(C(CC)=Nc2ccc3c(c2)CCC3)c(=O)[nH]c1=O
-2	7	-4	102	0	1.1	-1.0	3	8	2	O=C(CN1CCN(C(=O)c2ccc(-c3nc4ccccc4s3)o2)CC1)Nc1ccc(F)cc1
-5	10	0	96	-3	0.1	0.5	-8	4	2	Cc1ccnc(NCc2ccccc2O)c1
-3	39*	2	99	-2	0.3	-2.9	-1	.	5	COC(=O)CC1SC(=O)NC1=O (configuration not stated)
1	-3	0	94	0	-0.1	-4.3	-4	-2	23	COc1ccc(NS(=O)(=O)c2cccc(C(=O)NCCc3ccc(S(N)(=O)=O)cc3)c2)cc1
5	-5	1	92	-2	0.2	1.2	-13	5	0	O=C(Cn1c(=O)oc2ccccc21)N1CCOCC1
-7	4	2	91	0	0.0	-0.4	-5	1	2	O=C(/C=C/c1ccc(F)cc1)NC(=S)N1CCN(c2ccccn2)CC1
-8	-3	-1	100	9	0.3	0.3	-9	2	3	CCN(c1ccccc1)S(=O)(=O)c1cccc(C(=O)Nc2cccc(C)n2)c1

The listing continues:
TLR9-MyD88 block	ABHD5-PLIN5 inh	N-glyco inh	ABCB6 inh 2	Granule exo inh	aDG glyco act	MC4R ag barr	NOD2 RIPK2 PPI	Vif imaging	MC4R antagonist	canonical_smiles
8	0	0	85	-1	-0.2	0.5	6	7	-9	Cc1cc(N2CCOCC2)n2nc(C)c(-c3ccccc3)c2n1
1	12	-2	93	7	1.4	-1.4	-11	.	8	c1ccc(-c2ccc(C3=Nn4c(Cn5nnc6ccccc65)nnc4SC3)cc2)cc1
-7	-7	-10	98	1	0.4	0.2	1	-2	18	COc1ccc(C2/C=C\CN(C(=O)Nc3ccccc3-c3ccccc3)CC(=O)N2Cc2ccc(F)cc2)cc1 (configuration not stated)
5	2	-1	100	-1	1.9	-1.6	-1	-14	0	CCc1ccc(-c2nc(CSCC(=O)NCc3ccco3)c(C)o2)cc1
7	0	-1	97	-6	0.0	0.6	0	0	-1	CSc1ccc(C(=O)C2CCCN(C(=O)c3cc4cc(F)ccc4[nH]3)C2)cc1 (configuration not stated)
0	-4	0	98	-6	0.0	-0.7	-14	65*	6	C[C@H](Cc1ccccc1)Nc1ncnc2c1ncn2[C@@H]1O[C@H](CO)[C@@H](O)[C@H]1O
-5	3	-4	91	-3	0.3	0.2	-3	-4	4	O=C(CSc1nc2ccccc2c(=O)n1CCCN1CCOCC1)Nc1ccc(Br)cc1
-5	.	3	101	8	0.2	.	.	-5	.	Cc1cccc(NC(=O)CSc2nnc(-c3cc(C)[nH]n3)n2N)c1
1	4	2	99	0	-0.1	-0.3	1	11	2	NC(=O)C1CCN(C(=O)c2cc3ccccn3n2)CC1
0	-14	25	105	7	-0.3	0.1	2	28	-8	Cc1nn(-c2ccccc2)c2c1CC(=O)Nc1ccccc1-2
-3	1	1	97	-2	-0.1	1.4	6	28	1	CCCCCN(C(=O)NC(=O)Nc1nncs1)S(C)(=O)=O
5	-1	0	95	-2	-0.5	-3.3	-7	-1	-1	CC(=O)c1c(N2CCN(Cc3ccccc3)CC2)nc(=S)n(-c2ccccc2)c1C
-2	3	1	92	-3	-0.2	-1.0	-1	-2	3	Cc1cc(N(C)C)c(C#N)c(=O)[nH]1
-1	0	8	97	-2	-0.2	-0.8	-5	2	0	Cc1sc(NC(=O)c2ccco2)c(C(Nc2ccccn2)c2ccccc2)c1C (configuration not stated)
-4	-6	-6	93	-3	0.4	-0.2	-1	-5	1	Cn1c(SCc2ccc(Cl)cc2)nc(C(F)(F)F)cc1=O
3	1	-8	100	-4	0.0	-4.0	3	12	8	Cc1ccc(C(=O)CC(=O)c2cc(Cl)ccc2O)cc1
-10	-4	2	100	-6	1.4	-3.1	-2	-15	8	COc1ccc(S(=O)(=O)Nc2ccc3c(c2)N(C(C)=O)CCC3)cc1
.	-4	-1	95	16	-0.1	0.6	-4	22	23	Cc1ccc(-n2c3nc(=O)n(C)c(=O)c-3cc3ccccc32)cc1
-11	-5	1	100	-3	0.0	-1.5	6	-2	-1	Cc1cc(=O)[nH]c2n[nH]c(-c3ccccc3)c12
-1	3	0	103	0	-0.4	-1.4	-6	0	6	Cc1ccccc1-c1nc(CS(=O)(=O)CC(=O)NCCCN2CC(C)CC(C)C2)c(C)o1 (configuration not stated)

Filtered by structure, the compounds so far containing two or more sulfur atoms (2)
TLR9-MyD88 block	ABHD5-PLIN5 inh	N-glyco inh	ABCB6 inh 2	Granule exo inh	aDG glyco act	MC4R ag barr	NOD2 RIPK2 PPI	Vif imaging	MC4R antagonist	canonical_smiles
1	-3	0	94	0	-0.1	-4.3	-4	-2	23	COc1ccc(NS(=O)(=O)c2cccc(C(=O)NCCc3ccc(S(N)(=O)=O)cc3)c2)cc1
-3	1	1	97	-2	-0.1	1.4	6	28	1	CCCCCN(C(=O)NC(=O)Nc1nncs1)S(C)(=O)=O

3 structures from above, ordered by molecular weight, highest first.
TLR9-MyD88 block	ABHD5-PLIN5 inh	N-glyco inh	ABCB6 inh 2	Granule exo inh	aDG glyco act	MC4R ag barr	NOD2 RIPK2 PPI	Vif imaging	MC4R antagonist	canonical_smiles
-4	-6	-6	93	-3	0.4	-0.2	-1	-5	1	Cn1c(SCc2ccc(Cl)cc2)nc(C(F)(F)F)cc1=O
.	-4	-1	95	16	-0.1	0.6	-4	22	23	Cc1ccc(-n2c3nc(=O)n(C)c(=O)c-3cc3ccccc32)cc1
8	0	0	85	-1	-0.2	0.5	6	7	-9	Cc1cc(N2CCOCC2)n2nc(C)c(-c3ccccc3)c2n1

Among those listed so far, these have a Cl atom.
TLR9-MyD88 block	ABHD5-PLIN5 inh	N-glyco inh	ABCB6 inh 2	Granule exo inh	aDG glyco act	MC4R ag barr	NOD2 RIPK2 PPI	Vif imaging	MC4R antagonist	canonical_smiles
1	1	1	101	11	-0.2	1.2	-14	-3	0	Cn1ncc(Cl)c1C(=O)N1CCOCC1
-6	-5	3	94	1	-0.1	-0.2	-8	-5	0	Cc1ccc(NC(=O)CCNC(=O)c2ccc(Cl)cc2)nc1
-4	-6	-6	93	-3	0.4	-0.2	-1	-5	1	Cn1c(SCc2ccc(Cl)cc2)nc(C(F)(F)F)cc1=O
3	1	-8	100	-4	0.0	-4.0	3	12	8	Cc1ccc(C(=O)CC(=O)c2cc(Cl)ccc2O)cc1

Going on with the list:
TLR9-MyD88 block	ABHD5-PLIN5 inh	N-glyco inh	ABCB6 inh 2	Granule exo inh	aDG glyco act	MC4R ag barr	NOD2 RIPK2 PPI	Vif imaging	MC4R antagonist	canonical_smiles
.	-1	0	103	1	0.4	0.8	-4	4	5	CC1(C(=O)NS(=O)(=O)c2cccs2)CCN1C(=O)c1ccccc1CCc1ccccc1 (configuration not stated)
5	2	-1	96	7	0.0	0.2	-1	1	3	COCCN(C(=O)COC(=O)c1ccccc1Nc1ccccc1)c1c(N)n(Cc2ccccc2)c(=O)[nH]c1=O
-1	7	-1	103	-1	0.0	0.6	-10	.	3	Cc1cccc(NS(=O)(=O)c2cc(OCC(N)=O)c(C)cc2Cl)c1
0	-1	1	97	-3	-0.1	-2.0	-2	3	27	CSCCC(NC(=O)c1ccc(Cl)cc1Cl)C(=O)OCC(N)=O (configuration not stated)
-2	5	-1	102	-14	0.1	-0.8	9	-1	4	O=C(CCCN=C1NS(=O)(=O)c2ccccc21)OCC(=O)c1ccccc1
-5	0	1	94	-2	0.1	-0.2	8	-3	-3	CCCCN1C(=O)C(CC(=O)NCc2cccs2)CC(C(=O)N(C)C)=C1C (configuration not stated)
7	-2	-1	97	-4	0.0	-1.2	15	-6	3	O=C(CCC1CCN(C(=O)C2CC=CCC2)CC1)Nc1ccccc1 (configuration not stated)
2	4	5	102	2	-0.3	-0.4	-6	.	6	CC(=O)c1c(C)[nH]c(C(=O)OCC(=O)N2c3ccccc3NC(=O)C2(C)C)c1C
-1	0	1	97	18	0.1	0.6	-3	-4	4	O=C(COC(=O)/C=C/c1cccc(Cl)c1)NCc1cccs1
-12	0	0	96	12	-0.2	-2.0	-10	-5	1	O=C(CCC(=O)Nc1ccccc1Cl)NN=C1CCCC1
1	-5	-1	97	0	0.0	-0.3	0	5	-8	CCCc1cc(=O)[nH]c(SCc2ccc(F)cc2)n1
-3	1	-4	190	2	0.8	0.1	-9	.	9	O=C(N/N=C/c1cccc(F)c1)c1csc2c1CCCC2
3	5	1	98	-1	0.1	-1.4	-9	0	10	CCC(C)(C(=O)NC1CCCC1)N(C)C(=O)c1ccccn1 (configuration not stated)
9	0	-5	85	4	0.0	5.0	-6	2	5	CCCc1nc(SCC(=O)c2ccccc2)c2c(=O)n(C)c(=O)n(C)c2n1
2	-5	1	95	-1	0.5	-3.1	-10	-3	-3	COc1ccc(C(=O)NC2CC2)cc1OC1CCN(Cc2ccc(F)cc2)CC1
0	-1	1	95	0	0.0	-1.7	-4	-3	-24	O=C(O)C1CCCN1S(=O)(=O)c1ccc2[nH]c(=O)c(=O)[nH]c2c1 (configuration not stated)

This is a subset; rates above refer to the full screens.
